Wnt bcat act = Wnt/beta-catenin pathway activators, primary screen, cell-based, plate reader, single point; Wnt/beta-catenin reporter cell assay, activator; activation, % at 9.35 µM; hit rate 1.2% among 300,000; in the data active means activation above about 30%, passing the limit was not always enough; inconclusive means no clear call, values can overlap the other calls;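 further: 0% = neutral control wells and 100% = positive control wells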
SR-BI HDL uptake = inhibitors of SR-BI mediated HDL lipid uptake, primary screen, ldlA[mSR-BI] cells, fluorescence, single point; ldlA[mSR-BI] CHO cells, DiI-HDL uptake fluorescence, 3 h; hit rate 0.96% among 320,000; inhibition, % at 12.5 µM;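 active means mean replicate inhibition of at least 70% and a set share of replicates each scoring 70 or more; inconclusive means meets just one of the two criteria; inactive means fails both criteria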;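 further: 0% = median of neutral control wells and 100% = median of positive control wells; values of inactives mirror those of a sister screen read the other way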
HTR5A ag ctr = HTR5A agonists in luminescence cell assay, primary screen, counter-screen for OPRM1-OPRD1 heterodimer agonist project, full-deck HTS; 5-hydroxytryptamine receptor 5A (Homo sapiens), P47898; cell-based; activation, % at 9.3 µM; hit rate 0.61% among 340,000; in the data active means activation mostly above about 9.5%, no sharp cut-off; inactive means mostly below about 7.6%;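 further: 0% = cells with vehicle only and 100% = reference agonist; strong numbers were not always called active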
Target sequence (P47898 whole entry, looked up): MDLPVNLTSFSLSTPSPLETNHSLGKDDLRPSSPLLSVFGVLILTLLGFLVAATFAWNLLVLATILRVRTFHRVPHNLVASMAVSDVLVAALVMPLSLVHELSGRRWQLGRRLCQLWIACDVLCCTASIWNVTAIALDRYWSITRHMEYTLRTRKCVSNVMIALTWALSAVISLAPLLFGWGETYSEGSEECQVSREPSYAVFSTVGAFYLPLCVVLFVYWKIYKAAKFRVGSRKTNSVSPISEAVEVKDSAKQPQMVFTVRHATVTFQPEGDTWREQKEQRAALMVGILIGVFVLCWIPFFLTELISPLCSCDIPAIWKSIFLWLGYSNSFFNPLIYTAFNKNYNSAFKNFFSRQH
SR-BI DiI-HDL act = activators of SR-BI mediated DiI-HDL uptake, primary screen, ldlA[mSR-BI] CHO cells, DiI fluorescence; activation, % at 12.5 µM; hit rate 0.096% among 320,000; 3 h; 100 = double the neutral-control signal;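 active means mean replicate activation of at least 60% and every replicate at or above 60%; inconclusive means mean or all-replicate condition met, but not both; inactive means mean below 60% and not all replicates reaching 60%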;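 further: 0% = median plate neutral-control signal and 100% = twice that signal; values of inactives mirror those of a sister screen read the other way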
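Material – SR-BI-overexpressing, LDLR-lacking CHO cells · Medium – BSA-supplemented, HEPES-buffered Ham's F12, pH 7.4 · Doses – single concentration · Times – compound with DiI-HDL co-incubation, 3 h at 37 °C · Measured by – bottom-read fluorescence, 550/595 nm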
dFosB activator = activators of delta FosB homodimer, primary screen, biochemical, fluorescence polarization, TAMRA-CDK5 oligo, single point | purified delta FosB; percent of positive-control signal above neutral wells | activation, % at 25 µM | hit rate 0.99% among 340,000;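 active means mean activation above about 17%, with every replicate also reaching it, limit read from the data, passing the limit was not always enough; inconclusive means only one of the two conditions met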;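 further: fluorescence polarization rise as delta FosB binds a TAMRA Cdk5 AP-1 oligo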
cardiac RTF act = cardiac RTF calcium sensitivity activators, primary screen, biochemical, IANBD-TnC fluorescence, EC20 calcium; Troponin I, cardiac muscle (Homo sapiens) + Troponin T, cardiac muscle (Homo sapiens) + …; IANBD-labeled TnC RTF fluorescence at EC20 calcium; 0% EC20 calcium, 100% full calcium; activation, % at 7.2 µM; hit rate 0.24% among 340,000; AID 493008, 2010;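 active means activation above the mean over all tested compounds plus 3 SD, cut at about 30% in these data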;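 further: rise in fluorescence read as greater calcium sensitivity of cardiac thin filaments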
CDK5 p35 inh = inhibitors of human CDK5/p35 kinase, primary screen, biochemical, single concentration; Cyclin-dependent kinase 5 (Homo sapiens) + Cyclin-dependent kinase 5 activator 1 (Homo …; Recombinant CDK5/p35, ADP-Glo luminescence, 60 min; inhibition, % at 10 µM; hit rate 0.01% among 330,000; AID 488839, 2010;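 active means highest replicate inhibition of at least 50% and at least 75% of replicates reaching 50%; inconclusive means only one of the two criteria met; inactive means both criteria failed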;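 further: plate controls were DMSO neutral control for no effect and GW8510 at 10 µM for full effect; many of its hits are not listed in these tables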
Target sequence (Q00535 whole entry, looked up): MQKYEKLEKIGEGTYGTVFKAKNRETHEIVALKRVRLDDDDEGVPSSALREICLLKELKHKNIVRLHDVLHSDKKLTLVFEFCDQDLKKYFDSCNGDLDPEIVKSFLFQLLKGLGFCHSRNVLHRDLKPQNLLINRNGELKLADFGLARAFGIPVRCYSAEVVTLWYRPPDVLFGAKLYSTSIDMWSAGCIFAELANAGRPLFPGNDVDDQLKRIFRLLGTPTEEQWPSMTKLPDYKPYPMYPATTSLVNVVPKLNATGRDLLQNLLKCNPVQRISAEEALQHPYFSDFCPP
Target sequence (Q15078 whole entry, looked up): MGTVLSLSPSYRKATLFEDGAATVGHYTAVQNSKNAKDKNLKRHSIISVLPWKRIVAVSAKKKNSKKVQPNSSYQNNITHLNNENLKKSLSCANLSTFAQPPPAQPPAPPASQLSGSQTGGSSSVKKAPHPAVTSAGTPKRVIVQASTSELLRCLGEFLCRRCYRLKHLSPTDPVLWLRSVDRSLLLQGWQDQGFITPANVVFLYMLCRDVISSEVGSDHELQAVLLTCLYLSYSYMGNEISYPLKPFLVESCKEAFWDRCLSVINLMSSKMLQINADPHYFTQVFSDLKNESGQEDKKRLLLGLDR
Rtt109 HAT inh = inhibitors of C. albicans Rtt109/Vps75 HAT, primary screen, biochemical, ThioGlo CoA-SH fluorescence, plate reader; purified Rtt109/Vps75, 4 h; inhibition, % at 34.9 µM; hit rate 0.16% among 330,000; AID 540336, 2011;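 active means inhibition of at least 50% in every replicate; inconclusive means best replicate reaches 50% inhibition but some replicates fall short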
MITF act = activators of MITF-driven TRPM1 promoter reporter, primary screen, cell-based, SK-MEL-5, luciferase, single point. SK-MEL-5 TRPM1-promoter luciferase, 24 h; % of positive control, neutral wells = 0. AID 588334, 2011. activation, % at 12.5 µM. hit rate 0.75% among 300,000;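 active means mean activation of at least 80% with every replicate also reaching 80%; inconclusive means mean reaches 80% but some replicate falls short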;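 further: 0% = neutral control wells and 100% = parthenolide positive control wells; values of inactives mirror those of a sister screen read the other way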
PvdQ acylase = P. aeruginosa PvdQ acylase inhibitors, primary screen, biochemical, fluorescence, plate reader and imaging, single point; PvdQ acylase [Pseudomonas aeruginosa LESB58]; purified PvdQ acylase; inhibition, % at 10 µM; hit rate 0.063% among 340,000; AID 488965, 2010; in the data active means inhibition above about 30%, passing the limit was not always enough; inconclusive means no clear call, values can overlap the other calls;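 further: 0% = vehicle neutral wells and 100% = reference inhibitor wells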
Numbers without * were called inactive; ? = inconclusive; . = not tested or not shown.

mol	Wnt bcat act	SR-BI HDL uptake	HTR5A ag ctr	SR-BI DiI-HDL act	dFosB activator	cardiac RTF act	CDK5 p35 inh	Rtt109 HAT inh	MITF act	PvdQ acylase
COCCN1C(=O)C(=O)/C(=C(/O)c2ccc(S(=O)(=O)N3CCOCC3)cc2)C1c1cccc(Cl)c1 (stereo not given)	4	.	1	.	-3	-6	0.5	-1	-7	2
CC(C)N1CCC(N2CCN(CCCc3ccccc3)CC2CCO)CC1 (stereo not given)	.	-27	1	27	2	7	-4.7	-12	3	-9
CC1CCCCN1Cc1c(O)ccc2c(=O)c(-c3nc4ccccc4s3)coc12 (stereo not given)	9	12	5	-12	3	-5	2.5	-1	18	9
Cc1ccc(NC(=O)CCC(=O)NNC(=O)c2ccco2)c(C)c1	8	-5	4	5	4	2	0.3	-7	4	-11
CN(C)S(=O)(=O)c1cc([N+](=O)[O-])ccc1N1CCCCCC1	1	15	-1	-15	-13	0	0.7	-11	5	-9
COc1ccc(NC(=O)CN2C(=O)COc3ccc(S(=O)(=O)N4CCOCC4)cc32)c(OC)c1	0	-17	-5	17	-7	-4	-1.0	-3	0	-3
O=C(NC(=S)Nc1ncccn1)c1ccccc1Cl	2	6	-1	-6	-2	-5	0.1	5	18	-1
Cc1ccc(O)c(NC(=O)c2cccc(NC(=O)c3ccco3)c2)c1	.	8	-3	-8	-3	-3	0.8	-1	1	-8
N#C/C(=C(\O)c1cc(Cl)sc1Cl)c1nc2ccccc2[nH]1	-3	-11	5	11	14	2	-2.8	-1	9	-16
COc1ccccc1N(CC(=O)NC1CCCC1)C(=O)C1(C)CC(=O)N=C2C=CC(C)=CN21 (stereo not given)	0	.	6	.	2	-3	-1.5	-7	5	-10
COc1ccc(N2C(=O)CSC2c2ccccc2F)c(OC)c1 (stereo not given)	0	-25	1	25	0	-3	0.1	1	12	-1
O=[N+]([O-])c1ccc(/C=N/Nc2nc(N3CCOCC3)nc(N3CCOCC3)n2)cc1	.	14	0	-14	4	2	0.1	-5	-5	1
CC(=O)c1ccc(NC(=O)C2CC(c3ccc(F)cc3)=NO2)cc1 (stereo not given)	2	1	-5	-1	-5	-8	-1.4	1	-5	-4
Cc1nn(-c2cc(N3CCCCCC3)ccc2[N+](=O)[O-])c(=O)c2ccccc12	1	-11	-4	11	-1	3	-0.9	0	2	-3
O=C(O)c1ccc(-c2noc(-c3cccc(Cl)c3)n2)cc1	17	-30	1	30	3	-5	3.4	-5	87*	22
CC1CCN(C(=O)c2cccc(S(=O)(=O)N3CCCCC3)c2)CC1	.	-16	0	16	2	8	-3.0	-12	-3	-26
COC(=O)c1ccc(N(C(=O)CNC(=O)c2ccco2)C(C(=O)NC2CCCC2)c2ccco2)cc1 (stereo not given)	-9	5	-1	-5	-5	2	1.5	-6	-6	-19
O=C(Nc1ccc(S(=O)(=O)N2CCOCC2)cc1)c1ccccc1	.	-10	-5	10	-1	0	2.2	2	2	-8
CC(C)CC(=O)Nc1ccc(N2CCN(C(=O)c3cccs3)CC2)cc1	17	14	-4	-14	-3	-4	-7.8	0	3	-22
O=C(OCC1OC(n2ccc(=O)[nH]c2=O)C2OC12)c1ccccc1 (stereo not given)	0	0	-5	0	0	-6	-3.4	4	2	4
Fc1ccc(OCCn2cnc(Cl)c2Cl)cc1	1	.	-3	.	4	-5	0.8	2	1	-3
COc1cccc(CN(C)CC(=O)NC(=O)NCc2ccccc2)c1	-4	-35	-1	35	-2	-4	0.9	0	-10	8
CCCC(NC(=O)CCc1c(C)c2cc3c(-c4ccccc4)coc3cc2oc1=O)C(=O)O (stereo not given)	-2	-15	0	15	-26	16	4.4	5	-22	-16
COc1ccc(CNC2C[C@H]3CCCC(=O)N4CC[C@@H](C2)[C@@H]34)cc1 (stereo not given in full)	-1	-37	-2	37	1	-3	5.3	6	8	4
CC(C)c1ccc(NC(=O)[C@@H](NC(=O)N2CC(=O)Nc3ccccc32)C(C)C)cc1	-4	9	2	-9	-15	-1	0.7	15	-22	-14
CCc1ccc(-c2nc(CS(=O)CC(=O)O)c(C)o2)cc1 (stereo not given)	23	-24	1	24	1	0	-2.2	9	-2	-17
CC(Oc1cccc(Cl)c1)C(=O)Nc1ccc([N+](=O)[O-])cn1 (stereo not given)	-7	8	-1	-8	4	-5	-0.3	1	15	-1
COc1ccc(Cl)cc1CN1CCOCC1	-3	-23	-1	23	3	3	-0.6	.	1	-3
COc1ccc(/C(N)=N/OC(=O)c2ccc(Br)o2)cc1	0	7	-2	-7	1	-3	1.0	-2	61	6
C=CCNC(=O)c1onc(CSc2ccccc2)c1C(=O)O	5	4	10	-4	5	-2	-1.0	1	30	-16
O=C(NCc1ccccc1)Nc1cccc2ccccc12	-1	-2	1	2	3	4	0.7	0	0	-13
CC(C)Oc1ccc(C(=O)NC2=NCCS2)cc1	-1	-4	2	4	2	-2	2.5	12	26	-4
Cc1cc(C(=O)OCC(=O)NC(=O)c2cccn2C)c2ccccc2n1	1	.	-1	.	-3	6	0.8	-7	16	-9
C=CCc1cccc2cc(C(=O)N(CC)CC)c(=O)oc12	-4	.	4	.	2	-1	-0.1	1	.	-15
Cc1ccc(S(=O)(=O)NC2CCCCC2)c(C)c1NS(C)(=O)=O	6	-22	0	22	-4	3	-0.5	5	2	2
Cc1ccc(C)c(NC(=O)CN2C(=O)CNC2=O)c1	-3	-25	0	25	-6	-6	0.2	-30	.	-17
COc1ccc(/C=C2\C(=O)ON=C2c2ccccc2)cc1OC	1	-231	-2	?	-9	3	-0.2	-21	.	-9
COC(=O)C1CCN(C(=O)C2CCN(C(=O)[C@H](C)NS(=O)(=O)c3ccc(C)cc3)CC2)CC1	-1	-13	12	13	4	6	-0.7	25	1	-2
CC(C)CN(C(=O)COC(=O)c1ccccc1SCC(=O)NC1CCCCCC1)C1CCS(=O)(=O)C1 (stereo not given)	3	-8	-1	8	-13	5	-3.1	1	2	1
Cc1ccc(NC(=O)CCl)c(C)c1	0	-29	1	29	-3	-6	0.1	-9	-2	5
CN(CC(=O)Nc1ccc(F)cc1)C(=O)COC(=O)Cc1cccs1	-1	19	-9	-19	-2	-2	-1.3	-8	-6	-8
COc1cc(C(=O)/C=C/c2cccnc2)c([N+](=O)[O-])cc1OC	4	7	0	-7	-10	-4	0.7	-1	-33	-1
O=C(COC(=O)Cc1cccs1)Nc1ccccc1Cl	19	-7	-2	7	2	4	-1.3	-4	-5	-17
CC(C)CN(CCCNC(=O)CN1C(=O)COc2ccc(S(=O)(=O)N3CCOCC3)cc21)CC(C)C	-2	-3	6	3	-2	0	.	-2	6	-8
CC(=O)N1CCN(C(=O)COC(=O)CNC(=O)c2ccccc2C)CC1	1	9	-3	-9	4	12	-2.7	-2	1	-23
Cc1ccc(C)c(S(=O)(=O)N2CCN(CC(=O)Nc3ccc4c(c3)CCC4)CC2)c1	-3	43	1	-43	-9	-1	2.5	1	3	-7
CC1CCN(S(=O)(=O)c2ccc(N/N=C(/C#N)C(N)=O)cc2)CC1	.	-39	-1	39	-3	0	-1.6	1	-8	-3
O=C1C2CSCN2C(=O)CN1CCCN1CCN(C(c2ccccc2)c2ccccc2)CC1 (stereo not given)	-3	-5	-4	5	1	0	-0.1	10	-7	-16
O=C(Cc1ccccc1)Nc1cccnc1	.	-7	8	7	0	2	-1.0	.	-6	2
Oc1ccc2[nH]ccc2c1	.	-26	3	26	-2	-4	-0.8	7	8	-10
O=c1c(=O)n2c(nn1Cc1ccc(F)cc1)sc1ccccc12	3	-6	0	6	-2	-4	0.9	-7	.	-8
CCOc1cc(/C=C2\C(=O)N(Cc3ccc(C)cc3)C(C)=C2C(=O)OC)ccc1O	-2	-1	16*	1	-7	4	-0.9	-29	.	-4
O=C(O)/C=C/c1ccccc1[N+](=O)[O-]	1	-35	-1	35	12	-5	-0.2	-6	-24	-4
CC1(C(=O)N/N=C/c2ccccc2)CC1(Br)Br (stereo not given)	2	-20	0	20	2	-4	1.4	0	13	9
O=C(O)c1sc2cccc(Cl)c2c1Cl	0	4	-2	-4	-2	-2	-1.8	-2	-15	-9
O=C(CC1SC(N2CCOCC2)=NC1=O)Nc1ccc(Cl)cc1 (stereo not given)	-5	3	4	-3	-7	2	-1.9	-3	1	-13
O=C(c1ccccc1)c1coc2c1C(=O)c1ccccc1C2=O	8	15	3	-15	-9	2	1.9	5	-27	0
Cc1c(OCC(F)(F)F)ccnc1CSc1nc2ccccc2[nH]1	.	-15	5	15	-5	0	1.6	-2	57	6
COc1ccc2[nH]c(=O)c(CN(c3ccccc3OC)S(=O)(=O)c3ccccc3)cc2c1	-8	24	13	-24	-1	2	-4.6	3	.	-7
Cc1cc(=O)[nH]c(SCc2cccc3ccccc23)n1	1	-9	5	9	-12	0	1.2	9	1	3

Next entries:
mol	Wnt bcat act	SR-BI HDL uptake	HTR5A ag ctr	SR-BI DiI-HDL act	dFosB activator	cardiac RTF act	CDK5 p35 inh	Rtt109 HAT inh	MITF act	PvdQ acylase
O=C(COc1ccc2c(-c3ccccc3)cc(=O)oc2c1)NCc1cccs1	-3	24	2	9	7	4	-1.0	10	11	-17
CCCCS(=O)c1c(O)c2ccccc2[nH]c1=O (stereo not given)	-1	-8	-3	8	0	2	-0.2	3	5	1
CCCCCn1c(N2CCN(Cc3ccccc3)CC2)nc2c1c(=O)[nH]c(=O)n2C	.	22	-3	-22	-13	4	-1.9	1	.	-16
CC(=O)N/C(=N\OCc1ccc(Br)cc1)c1nonc1NC(C)=O	.	-20	1	20	-3	-7	-0.5	-9	9	1
O=[N+]([O-])c1ccccc1/C=N/n1c(C(F)(F)F)n[nH]c1=S	-1	-207	-2	?	-8	2	-5.5	2	-5	-12
CCc1nc2oc3cc(OC)ccc3c(=O)c2c(=O)n1-c1ccccc1	13	8	6	-8	-9	-5	-0.4	4	43	5
